Screening results: PubChem, National Center for Advancing Translational Sciences (NCATS)
LmPK inhibitor = qHTS Assay for Inhibitors of Leishmania Mexicana Pyruvate Kinase (LmPK); Q27686; purified LmPK, Kinase-Glo ATP luminescence, 1 h; Potency, µM (top dose mostly 57.5 µM), inactives show top-dose activity change, negative = inhibition, most hits filed as inhibitors; actives 0.37% (n = 290,000); note: potency is the fitted concentration of half-maximal effect; % is set by controls: 0 for no effect and ±100 for the full control effect
Target sequence (Q27686 whole entry, looked up): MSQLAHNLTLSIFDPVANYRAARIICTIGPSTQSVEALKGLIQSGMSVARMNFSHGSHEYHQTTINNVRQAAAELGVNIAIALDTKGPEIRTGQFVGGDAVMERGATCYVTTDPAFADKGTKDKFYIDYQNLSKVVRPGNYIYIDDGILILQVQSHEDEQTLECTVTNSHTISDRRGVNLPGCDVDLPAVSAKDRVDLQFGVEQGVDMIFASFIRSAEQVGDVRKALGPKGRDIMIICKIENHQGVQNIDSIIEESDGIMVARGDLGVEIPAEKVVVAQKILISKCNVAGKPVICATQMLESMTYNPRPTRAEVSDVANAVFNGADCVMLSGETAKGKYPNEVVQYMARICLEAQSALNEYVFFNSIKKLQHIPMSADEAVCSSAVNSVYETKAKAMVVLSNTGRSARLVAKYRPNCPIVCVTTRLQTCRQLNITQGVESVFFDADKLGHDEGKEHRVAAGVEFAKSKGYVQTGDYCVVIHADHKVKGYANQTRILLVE
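qHTS format; LmPK 0.1 nM; substrates PEP 0.5 mM and ADP 0.1 mM. One-hour room-temperature incubation, then coupled luciferase luminescence; 0.5 nM enzyme wells mark activation.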
Pf growth 48h = Primary qHTS for delayed death inhibitors of the malarial parasite plastid, 48 hour incubation; P. falciparum luciferase growth in erythrocytes, 48 h; Potency, µM (series often up to 28.7 µM), inactives show at the highest dose activity change, negative = inhibition, most hits filed as inhibitors; actives 5.9% (n = 310,000); AID 504832, 2011; note: potency is the fitted concentration of half-maximal effect; % is set by controls: 0 for no effect and ±100 for the full control effect
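Luminescence readout; reporter = integrated firefly luciferase in P. falciparum. RBC culture at 2% hematocrit, 0.1% parasitemia final, 37 C/5% CO2; decreased signal taken as growth inhibition.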
AMA1-RON2 inh = qHTS for Inhibitors of AMA1-RON; Towards Development of Antimalarial Drug Lead: Primary Screen. actives 0.2% (n = 360,000). Plasmodium falciparum AMA1 (3D7) - RON2 peptide interaction. AID 720542, 2013. AlphaScreen AMA1-biotinylated RON2 peptide binding. Potency, µM (doses to about 58.2 µM), without a hit: at the top dose activity change, negative = inhibition, actives largely listed as inhibitors;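 note: potency is the fitted concentration of half-maximal effect; 0% = vehicle wells and -100% = peptide control; nearly all actives have a fitted effect of over 45% in size; some results filed as inactive show a strong effect at the top dose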
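AMA1 (3D7) with his tag at 25 nM final met compounds first, then biotinylated RON2 peptide at 25 nM; detection used donor plus acceptor beads, 10 µg/mL apiece, read by AlphaScreen after 30 min at room temperature.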
CHX counter = Cycloheximide Counterscreen for Small Molecule Inhibitors of Shiga Toxin | cell reporter, cycloheximide protein synthesis inhibition counterscreen | max response, % | actives 12% (n = 300,000) | AID 2314, 2010; in the data active = max response mostly above about 13%, no sharp cut-off; inactive = mostly below about 14%; note: read at 38.3 µM for the half of the compounds with a filed dose; 0% is about no effect
Shiga toxin inh = A qHTS for Small Molecule Inhibitors of Shiga Toxin. Vero cells, Shiga toxin protein synthesis inhibition reporter. inhibition, % at 38.7 µM. actives 9.2% (n = 290,000). AID 2315, 2010; in the data active = inhibition mostly above about 28%, no sharp cut-off; inactive = mostly below about 43%; note: 0% is about no effect
Pf growth 96h = Primary qHTS for delayed death inhibitors of the malarial parasite plastid, 96 hour incubation; P. falciparum luciferase reporter growth, 96 h; actives 6.9% (n = 320,000); Potency, µM (series often up to 28.7 µM), for inactives: top-dose activity change, negative = inhibition, usual class: inhibitors; note: potency is the fitted concentration of half-maximal effect; % is set by controls: 0 for no effect and ±100 for the full control effect
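Cell-based qHTS: luciferase-tagged P. falciparum in erythrocytes (2% hematocrit, 0.05% parasitemia final) incubated with compounds for 96 hours, 37 C, 5% CO2; luciferase detection reagent then added and luminescence measured.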
Tb PYK inh = qHTS of Trypanosoma Brucei Inhibitors; pyruvate kinase (Trypanosoma brucei), Q57TT1; TbPYK enzyme, Kinase-Glo Plus ATP luminescence, 45 min; Potency, µM (titrated, usually from 76.8 µM), without a hit: at the top dose activity, negative = inhibition, most hits filed as inhibitors; actives 0.12% (n = 410,000); AID 624173, 2012; note: potency is the fitted concentration of half-maximal effect; % is set by controls: 0 for no effect and ±100 for the full control effect; nearly all actives have a fitted effect of over 50% in size
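Assay buffer: 50 mM TEA pH 7.2, 100 mM KCl, 10 mM MgCl2, 0.05% BSA, 0.01% Tween-20. Pyruvate kinase from T. brucei plus substrate met compound, then ADP (130 uM final). Luminescence was read post 45 min RT.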
An asterisk follows results filed as active; [ ] = remark or other dose. Unless noted, calls come from the whole dose curve; as a rule, active = well fitted curve in the direction sought with a large enough effect; inconclusive = small, poorly fitted or top-dose-only effect, or another doubt; inactive = no such curve, though single readings can be large; an effect the other way counts as inactive or inconclusive.

`O=C(CN(C(=O)CCC(=O)Nc1nccs1)c1ccc(F)cc1)NCc1ccc2c(c1)OCO2` gave LmPK inhibitor 5.0%, Pf growth 48h -25.3%, AMA1-RON2 inh -12.2%, CHX counter -6.1, Shiga toxin inh -6.5, Pf growth 96h 45.9%[activator] and Tb PYK inh 0.0%.
`c1ccc(-c2nnc3sc(-c4cc5ccccc5o4)nn23)cc1` gave LmPK inhibitor -5.2%, Pf growth 48h -6.5%, AMA1-RON2 inh 1.1%, CHX counter -1.3, Shiga toxin inh -11.8 and Tb PYK inh -3.7%.
Screening CN1CCN(c2ccc(NC(=O)c3ccccc3)cc2)CC1 returned LmPK inhibitor -4.7%, Pf growth 48h -20.4%[0.00184 µM], AMA1-RON2 inh -6.9%, CHX counter 30.4*, Shiga toxin inh 47.5*, Pf growth 96h 29.1% and Tb PYK inh -8.3%.
`O=C(NCc1ccccn1)C1CCN(S(=O)(=O)c2cnc[nH]2)CC1` gave LmPK inhibitor -8.5%, Pf growth 48h 4.4%, AMA1-RON2 inh 6.4%, CHX counter -3.4, Shiga toxin inh -10.0, Pf growth 96h -23.0% and Tb PYK inh 3.3%.
COC(=O)C1=C(N)Oc2cc(C)n(CCCn3ccnc3)c(=O)c2C1c1cccc(Cl)c1 (centres undefined) was read as LmPK inhibitor 5.2%, Pf growth 48h 5.86µM*, AMA1-RON2 inh -12.4%, CHX counter -5.2, Shiga toxin inh -11.8 and Tb PYK inh -0.7%.
COc1ccc(N(C)S(=O)(=O)c2cccc(C(=O)NC3CCCCC3C)c2)cc1 (centres undefined) was read as LmPK inhibitor 0.6%, Pf growth 48h inconclusive, AMA1-RON2 inh -5.8%, CHX counter 17.0, Shiga toxin inh 32.3, Pf growth 96h inconclusive and Tb PYK inh 0.3%.
Screening CC(C)C(=O)NC(CC(=O)O)c1ccccc1 (centres undefined) returned LmPK inhibitor -3.9%, Pf growth 48h 5.5%, AMA1-RON2 inh -23.4%, CHX counter -2.6, Shiga toxin inh -3.3, Pf growth 96h 31.9%[activator] and Tb PYK inh 0.7%.
`CC1CC1C(=O)N(C)CC(=O)Nc1cccc(F)c1` (centres undefined) gave Pf growth 48h inconclusive, AMA1-RON2 inh 17.7%, Pf growth 96h 8.7% and Tb PYK inh -16.2%.
For Cc1ccc(CSCC(=O)NCc2cccnc2)cc1 the results were LmPK inhibitor 0.0%, Pf growth 48h 1.1%, AMA1-RON2 inh 4.6%, CHX counter -2.5, Shiga toxin inh -14.2, Pf growth 96h inactive and Tb PYK inh -5.5%.
For NC(=O)CSc1nnc(-c2ccncc2)n1CCc1ccccc1 the results were LmPK inhibitor 0.5%, Pf growth 48h 1.7%, AMA1-RON2 inh -12.5%, CHX counter -3.7, Shiga toxin inh -10.5, Pf growth 96h inconclusive and Tb PYK inh -5.5%.
For COc1cc(N=C(N)N=C(N)N)cc(OC)c1 the results were LmPK inhibitor 0.5%, Pf growth 48h 3.5%, AMA1-RON2 inh 58.8%[activator], CHX counter -3.4, Shiga toxin inh 2.9, Pf growth 96h 4.8% and Tb PYK inh -0.5%.
Screening Cc1ccc(C(=O)O/N=C2/CC3CCC2(C)[C@@]3(C)CBr)cc1 (some centres undefined) returned LmPK inhibitor 5.6%, Pf growth 48h inconclusive, AMA1-RON2 inh -12.0%, CHX counter -2.6, Shiga toxin inh -8.7, Pf growth 96h -14.8% and Tb PYK inh -3.9%.
Cc1cc(C(=O)NC2CCCc3c2cnn3-c2ccc(C)c(C)c2)nc(C)n1 (centres undefined) was read as LmPK inhibitor -8.2%, Pf growth 48h inconclusive, AMA1-RON2 inh 4.4%, CHX counter 8.7, Shiga toxin inh -1.2, Pf growth 96h 54.4%[activator] and Tb PYK inh 2.3%.
NS(=O)(=O)c1ccc(NC(=O)C(=O)NCCC(=O)O)cc1 was read as LmPK inhibitor -1.5%, Pf growth 48h 9.9%, AMA1-RON2 inh -9.1%, CHX counter -2.6, Shiga toxin inh 8.2, Pf growth 96h 42.5%[activator] and Tb PYK inh 2.1%.
COc1ccc(OC)c(S(=O)(=O)Nc2ccc(Oc3ccccc3)cc2)c1 was read as LmPK inhibitor 4.5%, Pf growth 48h -2.9%, AMA1-RON2 inh -2.8%, CHX counter -1.4, Shiga toxin inh -14.9, Pf growth 96h 0.0% and Tb PYK inh -6.9%.
For O=C(Nc1ccc2c(c1)OCCO2)C1CCCN1S(=O)(=O)c1ccc(Cl)cc1 (centres undefined) the results were LmPK inhibitor 5.2%, Pf growth 48h -10.1%, AMA1-RON2 inh -4.7%, CHX counter -0.8, Shiga toxin inh 11.0, Pf growth 96h 4.3%[5.75 µM] and Tb PYK inh -1.6%.
`COc1cccc2cc(S(=O)(=O)c3ccccc3)c(=Nc3ccc4c(c3)OCCO4)oc12` gave LmPK inhibitor 3.2%, Pf growth 48h 12.2%, AMA1-RON2 inh 4.3%, CHX counter -0.5, Shiga toxin inh 16.6, Pf growth 96h -22.4% and Tb PYK inh -0.4%.
For O=c1cc(C(F)(F)F)nc(-c2cccnc2)[nH]1 the results were LmPK inhibitor 10.7%, Pf growth 48h 52.0%[activator], AMA1-RON2 inh -2.1%, CHX counter 0.4, Shiga toxin inh -2.8, Pf growth 96h 10.0% and Tb PYK inh 1.3%.
For COc1cccc2cc(-c3ccccc3)c(=O)oc12 the results were LmPK inhibitor inconclusive, Pf growth 48h 103.7%[activator], AMA1-RON2 inh 14.5%, CHX counter 47.8*, Shiga toxin inh 103.9*, Pf growth 96h 24.0% and Tb PYK inh -2.3%.
CCOC(=O)C1(c2ccccc2)CCN(CCC(=O)Nc2cccc(Br)c2)CC1 was read as Pf growth 48h inconclusive, AMA1-RON2 inh -15.1%, Pf growth 96h inconclusive and Tb PYK inh -0.7%.
`Cc1ccc(Cn2nnc3c(=O)n(CC(=O)N4CCN(c5ccccc5)CC4)cnc32)cc1` gave LmPK inhibitor 1.2%, Pf growth 48h inconclusive, AMA1-RON2 inh -2.5%, CHX counter -2.8, Shiga toxin inh -3.4, Pf growth 96h -17.0% and Tb PYK inh 2.4%.
`CSCC[C@H](NC(=O)[C@@H]1Cc2ccccc2CN1)C(=O)Nc1cccc(C)c1` gave LmPK inhibitor -3.4%, Pf growth 48h -22.5%, AMA1-RON2 inh 93.1%[activator], CHX counter 15.7, Shiga toxin inh 29.0, Pf growth 96h -13.8% and Tb PYK inh 4.6%.
Screening COc1cc2cc(CN(CCN3CCCC3)C(=O)Nc3ccc(F)cc3)c(=O)[nH]c2cc1OC returned LmPK inhibitor 3.7%, Pf growth 48h 9.28µM*, AMA1-RON2 inh 1.3%, CHX counter -8.2, Shiga toxin inh -6.0, Pf growth 96h -9.6% and Tb PYK inh 3.1%.
For COc1cc(OC)cc(C(=O)NCCSc2c[nH]c3ccccc23)c1 the results were LmPK inhibitor 6.3%, Pf growth 48h 11.0%, AMA1-RON2 inh -6.0%, CHX counter -2.5, Shiga toxin inh -11.2, Pf growth 96h 4.1% and Tb PYK inh -3.2%.
Oc1ccc(-c2onc3ccc(Cl)cc23)cc1 was read as LmPK inhibitor 0.6%, AMA1-RON2 inh -10.1%, CHX counter 15.4, Shiga toxin inh 20.4, Pf growth 96h inconclusive and Tb PYK inh -9.6%.
`CCOC(=O)c1c(C)[nH]c(C(=O)COC(=O)CNS(=O)(=O)c2ccc(C)cc2)c1C` gave Pf growth 48h -21.7%, AMA1-RON2 inh -20.9%, Pf growth 96h -18.5% and Tb PYK inh -14.8%.
CC(=O)c1c(C)[nH]c(C(=O)OCC(=O)Nc2ncc(Cl)c(C)c2Cl)c1C was read as LmPK inhibitor -1.0%, Pf growth 48h 10.7%, AMA1-RON2 inh -27.2%, CHX counter -4.1, Shiga toxin inh 4.2, Pf growth 96h -9.0% and Tb PYK inh -0.7%.
Screening CN(C)CCNc1cnn(-c2ccccc2)c(=O)c1Cl returned LmPK inhibitor 5.5%, Pf growth 48h 14.7%, AMA1-RON2 inh 7.7%, CHX counter 17.0*, Shiga toxin inh 55.1, Pf growth 96h 38.9%[activator] and Tb PYK inh 6.0%.
COc1cc(C2C(C#N)=C(N)OC3=C2C(=O)CCC3)cc(OC)c1OC(=O)N1CCOCC1 (centres undefined) was read as LmPK inhibitor 2.7%, Pf growth 48h -23.0%, AMA1-RON2 inh -5.1%, CHX counter -0.7, Shiga toxin inh 7.6, Pf growth 96h 4.65µM* and Tb PYK inh 0.8%.
For CO/N=C/c1ccc(OC)c(Oc2nc(OC)cc(OC)n2)c1 the results were LmPK inhibitor 8.3%, Pf growth 48h 1.9%, AMA1-RON2 inh 3.8%, CHX counter -0.4, Shiga toxin inh 1.6, Pf growth 96h 21.5% and Tb PYK inh 0.6%.
For CSc1ncc(C(=O)NCCCc2ccccc2)c(C)n1 the results were LmPK inhibitor 4.9%, Pf growth 48h 25.4%, AMA1-RON2 inh 22.3%, CHX counter 10.8, Shiga toxin inh 28.3, Pf growth 96h 22.5% and Tb PYK inh -6.3%.
For CCN(CC)S(=O)(=O)c1ccc(N2CCOCC2)c(NC(=O)CCC2CCCCC2)c1 the results were LmPK inhibitor -3.6%, Pf growth 48h 8.28µM*, AMA1-RON2 inh 2.9%, CHX counter 15.2, Shiga toxin inh 1.1, Pf growth 96h inconclusive and Tb PYK inh -27.1%.
For COc1ccc(O)c(/C=C(\C#N)C(=O)Nc2ccccn2)c1 the results were LmPK inhibitor 0.5%, Pf growth 48h 31.0%[activator], AMA1-RON2 inh 6.1%, CHX counter 26.3*, Shiga toxin inh 53.3*, Pf growth 96h 40.1%[activator] and Tb PYK inh 0.6%.
Cc1cc(C)n(CCCO)c(=O)c1C#N was read as LmPK inhibitor 1.9%, Pf growth 48h -0.9%, AMA1-RON2 inh 14.7%, CHX counter -5.5, Shiga toxin inh -12.1, Pf growth 96h 43.9%[activator] and Tb PYK inh -6.7%.
